Assay outcomes from PubChem.
HCMV inh: inhibitors of human cytomegalovirus | HFF cells, HCMV-luciferase reporter, 72 h; active compounds read low | activity change, negative = inhibition, % at 57.5 µM | 410,000 compounds, 4.5% hits | AID 1259415; in the data active = activity change below about -60%; inconclusive = no clear call, values can overlap the other calls; inactive = above about -39%
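Steps: HFFs plated, 16 h 37C; compounds added; HCMV-luciferase added to MOI 1 PFU/cell; 72 h 37C; OneGlo reagent, 5 min room temperature; luminescence read, normalized to controls.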
AMA1 RON2 block: disrupts binding of P. falciparum AMA1 to RON2. AlphaScreen AMA1-biotinylated RON2 peptide binding. Potency, µM (doses to about 58.2 µM), inactives show top-dose activity change, negative = inhibition, most hits filed as inhibitors. 360,000 compounds, 0.2% hits. AID 720542;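 also: potency is read from the fitted curve at half-maximal effect; 0% = vehicle wells and -100% = peptide control; nearly all actives have a fitted effect of over 45% in size; some results filed as inactive show a strong effect at the top dose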
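AMA1 (3D7) with his tag at 25 nM final met compounds first, then biotinylated RON2 peptide at 25 nM; detection used donor plus acceptor beads, 10 µg/mL apiece, read by AlphaScreen after 30 min at room temperature.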
LmPK inh: blocks Leishmania mexicana pyruvate kinase activity | Q27686 | purified LmPK, Kinase-Glo ATP luminescence, 1 h | Potency, µM (highest dose often 57.5 µM), inactives show at the top dose activity change, negative = inhibition, usual class: inhibitors | 290,000 compounds, 0.37% hits | AID 1721; also: potency is read from the fitted curve at half-maximal effect
Target sequence (Q27686 whole entry, looked up): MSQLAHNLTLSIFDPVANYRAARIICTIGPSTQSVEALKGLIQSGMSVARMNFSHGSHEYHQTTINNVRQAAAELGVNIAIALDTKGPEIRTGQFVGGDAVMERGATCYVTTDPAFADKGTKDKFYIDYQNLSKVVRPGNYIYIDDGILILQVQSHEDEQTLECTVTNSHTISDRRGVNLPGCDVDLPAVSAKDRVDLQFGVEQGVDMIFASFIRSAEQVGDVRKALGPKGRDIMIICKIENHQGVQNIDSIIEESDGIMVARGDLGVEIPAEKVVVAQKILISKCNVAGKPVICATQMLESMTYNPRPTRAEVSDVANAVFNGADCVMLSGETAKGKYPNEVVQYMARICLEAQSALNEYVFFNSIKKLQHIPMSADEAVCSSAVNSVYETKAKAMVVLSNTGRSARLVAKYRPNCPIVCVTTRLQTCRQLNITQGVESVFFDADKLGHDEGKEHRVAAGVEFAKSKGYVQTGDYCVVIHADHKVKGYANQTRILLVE
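Purified LmPK (0.1 nM) converted ADP (0.1 mM) to ATP with PEP (0.5 mM) in imidazole buffer pH 7.2 with KCl and MgCl2, 1 h at room temperature. ATP was read by Kinase-Glo luminescence; data normalized to uninhibited and no-enzyme controls.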
AmpC inh no detg: blocks E. coli AmpC beta-lactamase in detergent-free assay; 330,000 compounds, 0.52% hits; Potency, µM (doses to about 57.1 µM), for inactives: at the top dose activity change, negative = inhibition, actives largely listed as inhibitors; AmpC nitrocefin hydrolysis, absorbance 480 nm, 0.0001% Triton; P00811;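 also: potency is read from the fitted curve at half-maximal effect; plate controls were no compound for no effect and no enzyme for full effect; nearly all actives have a fitted effect of over 20% in size; some results filed as inactive show a strong effect at the top dose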
Target sequence (P00811 whole entry, looked up): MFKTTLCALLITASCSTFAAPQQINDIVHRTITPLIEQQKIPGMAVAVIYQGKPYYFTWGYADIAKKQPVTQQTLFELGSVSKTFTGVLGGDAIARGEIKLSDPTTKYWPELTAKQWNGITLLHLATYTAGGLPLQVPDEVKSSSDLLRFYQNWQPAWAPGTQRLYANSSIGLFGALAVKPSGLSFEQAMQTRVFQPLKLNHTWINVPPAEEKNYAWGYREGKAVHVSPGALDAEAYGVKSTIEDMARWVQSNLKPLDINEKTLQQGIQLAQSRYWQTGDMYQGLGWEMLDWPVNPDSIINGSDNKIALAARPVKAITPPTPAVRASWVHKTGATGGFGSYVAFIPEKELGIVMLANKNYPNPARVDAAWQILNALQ
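20 mM phosphate pH 7.0 + 0.01% (detergent screen) or 0.0001% Triton X-100; 5.3 nM AmpC reagent; cpd preinc 15 min RT; nitrocefin (800 uM stock) to start; A480 q20 s × 4 min; Activity was normalised to no-enzyme and no-compound control wells.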
Tb PYK inh: blocks Trypanosoma brucei pyruvate kinase. 410,000 compounds, 0.12% hits. Q57TT1. Potency, µM (series often up to 76.8 µM), for the others: top-dose activity, negative = inhibition, most hits filed as inhibitors. TbPYK enzyme, Kinase-Glo Plus ATP luminescence, 45 min; also: potency is read from the fitted curve at half-maximal effect; nearly all actives have a fitted effect of over 50% in size
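Quantitative HTS: titrated library compounds versus trypanosomal pyruvate kinase in TEA buffer (pH 7.2) containing KCl, MgCl2, BSA and Tween-20. Reactions were initiated with ADP, 130 uM final. Kinase-Glo Plus luminescence was read after 45 min at RT.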
HCV inhibitor: HCV inhibition | Huh7.5.1 HCVcc-Cre infection, luciferase reporter, 44 h | Potency, µM (highest dose often 41.8 µM), without a hit: top-dose activity change, negative = inhibition, most hits filed as inhibitors | 340,000 compounds, 3.4% hits | AID 651820; also: potency is read from the fitted curve at half-maximal effect
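Seed cells (1,000/well) for 4 h; treat with compound and infect with HCVcc-Cre, moi about 0.5. Incubate 44 h, then detect luciferase activity.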
AmpC detergent: AmpC beta-lactamase inhibition with detergent present | P00811 | AmpC hydrolysis of nitrocefin, absorbance 480 nm, 0.01% Triton | Potency, µM (highest dose often 114 µM), for inactives: at the highest dose activity change, negative = inhibition, hits mostly inhibitors | 370,000 compounds, 0.041% hits;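 also: potency is read from the fitted curve at half-maximal effect; 0% = no-compound wells and -100% = no-enzyme wells; nearly all actives have a fitted effect of over 25% in size; some results filed as inactive show a strong effect at the top dose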
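20 mM phosphate pH 7.0 + 0.01% (detergent screen) or 0.0001% Triton X-100; 5.3 nM AmpC reagent; cpd preinc 15 min RT; nitrocefin (800 uM stock) to start; A480 q20 s × 4 min; Activity was normalised to no-enzyme and no-compound control wells.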
* marks the source's active call; other numbers are inactive results; u = inconclusive; x = no result given; & = joins results of further samples; [ ] = dose if it differs, or a comment. Unless noted, calls follow the shape of the dose curve; as a rule, active = well fitted curve in the direction sought with a large enough effect; inconclusive = small, poorly fitted or top-dose-only effect, or another doubt; inactive = no such curve, though single readings can be large; an effect the other way counts as inactive or inconclusive. Unless noted, % is scaled to controls: 0 for no effect and ±100 for the full control effect.

1) CC1(C)Cc2ccccc2-c2nnc(SCc3ccc(C#N)cc3)n21
2) Nc1ccc(Cl)cc1C(=O)c1ccccc1Cl
3) Cc1ccc(CN2C(=O)CCC2C(=O)NCc2cccnc2)cc1 (stereo unspecified)
4) COc1ccc(C(=O)CSc2nnc(CN3CCCCC3)n2-c2ccc(F)cc2)cc1OC
5) COc1cc(C(=O)OCCCN2CCOCC2)ccc1O
6) C=CCCC(=O)NC1CCCc2c1cnn2-c1ccccc1F (stereo unspecified)
7) CCN(CCCn1c(=S)[nH]c2ccc(N3CCOCC3)cc2c1=O)c1ccccc1
8) Cc1nnc(SCC(=O)NC2CCCc3c2cnn3-c2ccccc2F)o1 (stereo unspecified)

entry no.	1	2	3	4	5	6	7	8
HCMV inh	-40	-34	33	u	28	44	u	-22
AMA1 RON2 block	-14%	-6%	6%	-11%	3%	-2%	65%[activator]	-4%
LmPK inh	6%	2%	0%	-2%	6%	-6%	3%	3%
AmpC inh no detg	-4%	-20%	-13%	263%[activator]	-37%	-1%	-50%	-1%
Tb PYK inh	1%	-1%	-2%	-6%	4%	-3%	2%	-5%
HCV inhibitor	-25%	0%	22%	-15%	6%	-9%	-26%	17%
AmpC detergent	-17%	4%	-10%	3%	-2%	u	-14%	-7%

9) Cc1ccc2nsnc2c1N(S(C)(=O)=O)S(C)(=O)=O
10) COCCN(Cc1cc2cc3c(cc2nc1Cl)OCO3)C(=O)c1cccc(C)c1
11) C[C@H](CO)N1C[C@H](C)[C@@H](CN(C)C(=O)Nc2ccc(C(F)(F)F)cc2)Oc2ccc(NC(=O)Nc3ccccc3)cc2C1=O
12) Cn1cc(CCC(=O)N2CCCC(Nc3ccc(F)cc3)C2)cn1 (stereo unspecified)
13) COC(=O)c1cc(S(=O)(=O)NCC(C)c2ccccc2)c[nH]1 (stereo unspecified)
14) CC(C)(C)n1ncc2c(=O)n(CC(=O)Nc3ccc4c(c3)OCCO4)cnc21
15) CC(=O)c1c(C)[nH]c(C(=O)Nc2cccc(S(=O)(=O)N3CCCC3)c2)c1C
16) CCOC(=O)CSc1nc2ccc(NC(=O)c3ccc(C)cc3)cc2s1

entry no.	9	10	11	12	13	14	15	16
HCMV inh	-10	0	-5	-38	5	22	12	15
AMA1 RON2 block	-3%	2%	-11%	7%	0%	-2%	17%	x
LmPK inh	-13%	2%	x	14%	x	0%	x	x
AmpC inh no detg	-25%	67%[activator]	177%[activator]	-2%	x	-16%	-25%	x
Tb PYK inh	-19%	0%	2%	-1%	11%	-15%	0%	-30%
HCV inhibitor	18%	13µM*	-13%	19%	x	-2%	u	x
AmpC detergent	4%	1%	x	-1%	x	u	x	10%

17) COc1ccc(C(=O)Nc2ccccc2[N+](=O)[O-])cc1S(=O)(=O)N1CCOCC1
18) O=C(Nc1cccc(C(F)(F)F)c1)C1CCCN(c2ncccn2)C1 (stereo unspecified)
19) Cc1ccc(/C=C2\SC(=S)N(CCC(=O)NNS(=O)(=O)c3ccccc3)C2=O)cc1
20) CCCCCOc1ccc(Cn2ccnc2)cc1[N+](=O)[O-]
21) CCC(C)NC(=O)c1cn(C)c(=O)c2cc(OC)c(OC)cc12 (stereo unspecified)
22) Cc1ccn2c(=O)nc(SCC(=O)Nc3cccc4ccccc34)nc2c1
23) Clc1cccc(Cc2c(-c3cccc(Cl)c3)nc3c4ccccc4ccn23)c1
24) COc1ccc(C(=O)N/N=C/c2ccc(SC)cc2)cc1

entry no.	17	18	19	20	21	22	23	24
HCMV inh	-7	-16	-17	u	-16	-10	30	-20
AMA1 RON2 block	20%	-4%	-7%	-4%	1%	2%	12%	-3%
LmPK inh	2%	5%	0%	1%	-2%	x	x	0%
AmpC inh no detg	35%	-4%	-24%	-4%	-9%	-9%	x	-25%
Tb PYK inh	10%	-4%	-1%	2%	0%	1%	4%	-1%
HCV inhibitor	u	x	-5%	11µM*	u	-23%	x	u
AmpC detergent	3%	-1%	u	1%	-9%	-1%	x	-1%

25) COc1ccc(-c2csc(N(C)C(=O)c3ccco3)n2)cc1
26) COc1ccc(Nc2nnc(SCC(=O)c3cc(C)n(CC4CCCO4)c3C)s2)cc1 (stereo unspecified)
27) Cc1nc2ccccc2c2oc(C(=O)NCCCN3CCCC3=O)cc12
28) C/C(=N\NS(=O)(=O)c1ccc(Cl)c([N+](=O)[O-])c1)c1ccc(C)o1
29) CC(=O)c1cccc(N(CC(=O)NC2CCCCC2)C(=O)c2csnn2)c1
30) CCN(CC)CCNc1ncnc2c1sc1nc(N3CCOCC3)c3c(c12)CCCC3
31) Cc1cc2ccccc2c(=O)n1CC(=O)Nc1ccc2c(c1)OCCO2
32) CCOc1ccc(C(=O)Nc2nnc(NC(=S)Nc3ccccc3)s2)cc1

entry no.	25	26	27	28	29	30	31	32
HCMV inh	13	-33	-14	-11	-12	-10	-24	-5
AMA1 RON2 block	-14%	-29%	-4%	-1%	-7%	2%	0%	40%[activator]
LmPK inh	-1%	1%	1%	-2%	-4%	1%	1%	0%
AmpC inh no detg	-15%	1%	0%	-20%	172%[activator]	167%[activator]	-19%	-26%
Tb PYK inh	3%	-9%	0%	2%	2%	-5%	-1%	-14%
HCV inhibitor	5%	u	-27%	16%	u	u	-10%	u
AmpC detergent	u	-2%	1%	2%	-6%	0%	-20%	-1%

33) CCOCCCNC(=O)c1ccc(NC(C)=O)cc1
34) N#CC1=C(N)Oc2c(ccc3ccccc23)C1c1cccs1 (stereo unspecified)
35) COc1ccc(-c2cc(C#N)nc(N3CCN(c4ccccc4)CC3)n2)cc1
36) CCCCNC(=O)c1ccccc1C(=O)NC1(C(=O)NCCCC)CCCC1
37) C#Cc1ccc([C@H]2C=C(C(=O)N3CCOCC3)O[C@@H](OCC)[C@@H]2CCCO)cc1
38) COc1ccc(NC(=O)Cn2c(=O)c3ccccc3n3nncc23)cc1Cl
39) CCC(CO)NCC(O)COCc1ccc2c(c1)OCO2 (stereo unspecified)
40) O=C(CC1(CC2=NS(=O)(=O)c3ccccc3N2)CCCC1)NCCc1ccccc1

entry no.	33	34	35	36	37	38	39	40
HCMV inh	7	x	-13	-39	22	-19	4	-68*
AMA1 RON2 block	2%	83%[activator]	-30%	-15%	-2%	x	3%	-5%
LmPK inh	1%	3%	3%	x	-2%	x	0%	-2%
AmpC inh no detg	-18%	-59%	-12%	x	107%[activator]	x	-13%	-11%
Tb PYK inh	-4%	-6%	-6%	5%	-1%	-2%	12%	-8%
HCV inhibitor	3%	u	-3%	18%	21%	x	-1%	u
AmpC detergent	-13%	0%	0%	x	8%	10%	0%	u

41) O=C1c2ccccc2C(=O)N1C1C(=O)N2CCSC12C(=O)OCc1ccccc1 (stereo unspecified)
42) N#Cc1cc2ccccc2nc1SCc1cccnc1
43) Cn1nnnc1Sc1ncnc2scc(-c3ccc(C#N)cc3)c12
44) COc1ccccc1OCCNC(=O)CCC(=O)N1CCOCC1
45) COc1ccccc1CCNC1CCCC(C)C1 (stereo unspecified)
46) COc1ccc(S(=O)(=O)N2CCCCC2)cc1C(=O)NC1CCS(=O)(=O)C1 (stereo unspecified)
47) COc1cc(/C=C2\S/C(=N/S(=O)(=O)c3ccccc3)NC2=O)c([N+](=O)[O-])cc1OC
48) NS(=O)(=O)c1ccc(CCNC(=O)CNCCc2ccccc2)cc1

entry no.	41	42	43	44	45	46	47	48
HCMV inh	-3	41	-94*	-13	9	4&-21	8	-5
AMA1 RON2 block	1%	19%	x	-12%	25%	-17%	-10%	40µM*
LmPK inh	x	4%	x	x	3%	x	0%	6%
AmpC inh no detg	x	-24%	-11%	-2%	-23%	x	-33%	-4%
Tb PYK inh	-1%	1%	3%	-7%	-1%	-1%&-2%	2%	15%
HCV inhibitor	22%	x	x	4%	14%	x	7%	8%
AmpC detergent	x	u	5%	u	u	6%	0%	-12%

A second format for some results above:
cpd	Compound	HCMV inh	AMA1 RON2 block	LmPK inh	AmpC inh no detg	Tb PYK inh	HCV inhibitor	AmpC detergent
43	Cn1nnnc1Sc1ncnc2scc(-c3ccc(C#N)cc3)c12	-94*	x	x	-11%	3%	x	5%
44	COc1ccccc1OCCNC(=O)CCC(=O)N1CCOCC1	-13	-12%	x	-2%	-7%	4%	u
45	COc1ccccc1CCNC1CCCC(C)C1 (stereo unspecified)	9	25%	3%	-23%	-1%	14%	u
46	COc1ccc(S(=O)(=O)N2CCCCC2)cc1C(=O)NC1CCS(=O)(=O)C1 (stereo unspecified)	4&-21	-17%	x	x	-1%&-2%	x	6%

Next entries:
49) COc1cc(-c2nc3sccn3c2Nc2cccc(C)c2)ccc1O
50) O=C(Nc1ccccc1C(=O)O)c1cccc(NC(=O)c2ccccc2Cl)c1
51) O=C(O)c1cc(NC(=O)C2CCCO2)cc(NC(=O)C2CCCO2)c1 (stereo unspecified)
52) CCOC(=O)Cc1csc(NC(=O)c2c(-c3ccccc3)noc2C)n1
53) Cc1ccc(C2N(c3ccccn3)C(=O)C3CCCN32)o1 (stereo unspecified)
54) CC(C)CNC(=O)CSc1nnc2ccccn12
55) O=S(=O)(NC1CC2CCC1C2)c1ccc2c(c1)OCCO2 (stereo unspecified)

entry no.	49	50	51	52	53	54	55
HCMV inh	80	5	-27	-33	u	-3	-10
AMA1 RON2 block	x	-2%	17%	1%	15%	-8%	3%
LmPK inh	x	31%	-14%	-5%	-3%	-1%	-1%
AmpC inh no detg	x	-25%	-22%	-31%	-18%	-13%	-24%
Tb PYK inh	9%	7%	9%	-1%	-6%	3%	0%
HCV inhibitor	x	10%	-4%	-19%	7%	10%	11%
AmpC detergent	-9%	u	1%	12%	-5%	1%	u
